14-3-3 PPI – alters human 14-3-3 gamma binding to Raf peptide | P61981 | FP, 14-3-3gamma / TMR-pS259-Raf peptide binding | inhibition, % at 40 µM | actives 0.19% (n = 160,000) | AID 422; in the data active = inhibition above about 30%;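 also: 0% = protein plus tracer without compound and 100% = blank with tracer alone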
Target sequence (P61981 whole entry, looked up): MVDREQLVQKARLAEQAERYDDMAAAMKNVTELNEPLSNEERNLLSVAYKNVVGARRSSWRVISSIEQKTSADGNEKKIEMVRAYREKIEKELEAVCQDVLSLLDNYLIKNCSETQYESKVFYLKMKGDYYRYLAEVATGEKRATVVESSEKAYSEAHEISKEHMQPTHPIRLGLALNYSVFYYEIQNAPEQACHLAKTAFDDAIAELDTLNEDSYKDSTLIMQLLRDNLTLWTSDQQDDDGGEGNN
* = called active by the depositor; & = joins results of further samples. Some of the compounds tested; rates above refer to the full screens.

For COc1ccccc1C1C2=C(CCCC2=O)Nc2nc(SCc3ccccc3Cl)nn21 (configuration not stated) the results were 14-3-3 PPI 0.
`O=C(NCCn1cc(SCC(=O)N2CCOCC2)c2ccccc21)c1cccs1` gave 14-3-3 PPI -3.
CC(=O)C(C)Sc1nc2sc3c(c2c(=O)n1-c1ccccc1)CCCC3 (configuration not stated) was read as 14-3-3 PPI -29.
Screening CC1CCN(C(=O)c2cc(-c3ccc(F)cc3)on2)CC1 returned 14-3-3 PPI 0.
COC(=O)c1ccc2c(c1)N(Cc1nc(-c3cccc(C)c3)oc1C)C(=O)C1CCCN21 (configuration not stated) was read as 14-3-3 PPI -33.
CCCOC(=O)C1=C(C)NC2=C(C(=O)C(C(=O)OC)C(C)C2)C1c1ccccc1C (configuration not stated) was read as 14-3-3 PPI -3.
`CC1=C(C(=O)OCC(C)C)C(c2cccc(F)c2)C2=C(CC(c3ccc(Cl)cc3)CC2=O)N1` (configuration not stated) gave 14-3-3 PPI -2.
Fc1ccc(C2=NN(c3cccc(C(F)(F)F)c3)C(c3cccs3)C2)cc1 (configuration not stated) was read as 14-3-3 PPI 10.
Screening CCOC(=O)c1c(NC(=O)c2cccc([N+](=O)[O-])c2)sc(C)c1-c1ccccc1 returned 14-3-3 PPI 12.
For Cc1ccc(C(=O)c2nocc2C(=O)c2cccs2)cc1 the results were 14-3-3 PPI 0.
For CCCC(=O)NCCc1cc2ccc(OC)cc2[nH]c1=O the results were 14-3-3 PPI -3.
`O=C(Cc1cn2ccsc2n1)Nc1nc2c(s1)CCCC2` gave 14-3-3 PPI -4.
Screening COc1ccc(S(=O)(=O)CCc2nnc(NC(=O)c3cccs3)s2)cc1 returned 14-3-3 PPI -5.
Cc1ccc(-c2c(C#N)c(SCC(=O)NCc3ccccc3)nc3c2CCCC3)cc1 was read as 14-3-3 PPI 0.
For CCCCOc1ccccc1C1C(C(=O)OC(C)C)=C(C)NC2=C1C(=O)CCC2 (configuration not stated) the results were 14-3-3 PPI -2.
For Cc1nonc1N=Cc1ccc([N+](=O)[O-])cc1 the results were 14-3-3 PPI 4.
COc1ccc(-c2noc(CCC(=O)Nc3cccc(C#N)c3)n2)cc1 was read as 14-3-3 PPI -1.
COc1ccc2[nH]c(C)c(C(=O)CN3CCOCC3)c2c1 was read as 14-3-3 PPI -2.
For Cc1ccc(C)c(N2CCN(CCCNC(=O)Cn3cc4c(n3)CCCCC4)CC2)c1 the results were 14-3-3 PPI -6.
Screening COc1ccc(C2CC(=O)C3=C(C2)Nc2ccccc2N(C(C)=O)C3c2ccc(C)cc2)cc1OC (configuration not stated) returned 14-3-3 PPI -5.
Screening CCc1c(C)sc(NC(=O)c2cc(-c3cc(OC)ccc3OC)on2)c1C#N returned 14-3-3 PPI 3.
Cc1ccc(C2C(C(=O)OC(C)(C)C)C(=O)CC(C)(O)C2C(=O)OC(C)(C)C)cc1 (configuration not stated) was read as 14-3-3 PPI -4.
For CCCc1cc(=O)oc2cc(OCc3cc(C(=O)O)oc3C)ccc12 the results were 14-3-3 PPI -10.
`C(=N\n1cnnc1)/c1ccccn1` gave 14-3-3 PPI -6.
CCC(C)NC(=O)c1cn(C2CCCCC2)c(=O)c2c1c1ccccc1n2C (configuration not stated) was read as 14-3-3 PPI -2.
Screening O=C(Nc1ccc(Oc2ccccc2)cc1)C1C2C=CC3(O2)C1C(=O)N(C1CC1)C3C(=O)NC1CCCCC1 (configuration not stated) returned 14-3-3 PPI -12.
Screening COc1cc2c(cc1OC)C(COc1cc(C)cc(C)c1)N(C(=O)c1ccc(S(=O)(=O)N3CCOCC3)cc1)CC2 (configuration not stated) returned 14-3-3 PPI -28.
Cc1ccc(SCC(=O)N2CCc3ccccc32)cc1 was read as 14-3-3 PPI -5.
For COc1ccc(Cl)cc1NC(=O)C1c2cc(OC)c(OC)cc2C(=O)N(C)C1c1cccs1 (configuration not stated) the results were 14-3-3 PPI -3.
For O=C(CCS(=O)(=O)C(Cl)Cl)Nc1ccc(Br)cc1 the results were 14-3-3 PPI -1.
`CCn1c(=O)c2c(nc(SCc3ccccn3)n2C)n(C)c1=O` gave 14-3-3 PPI -1.
`Nc1ccc(C(=O)OCCN2C(=O)c3ccc(N)cc3C2=O)cc1` gave 14-3-3 PPI 1.
O=C1C(c2ccc(F)cc2)N(Cc2ccc(Cl)cc2)C(=O)CN1C1CCCC1 (configuration not stated) was read as 14-3-3 PPI -10.
Screening O=C(CCS(=O)(=O)Cc1ccccc1)NC1CCCCC1 returned 14-3-3 PPI 2.
`O=C(C(c1ccccc1)c1ccccc1)N1CCN(CC(O)COc2ccccc2)CC1` (configuration not stated) gave 14-3-3 PPI 0.
COc1ccc(C(OC(=O)c2ccco2)C(=O)NCC2CCCO2)cc1 (configuration not stated) was read as 14-3-3 PPI -8.
For COc1ccc(NC(=O)CCS(=O)(=O)c2ccc3c(c2)CCN3C(C)=O)cc1OC the results were 14-3-3 PPI -3.
Screening Cc1ccc(C(=O)COC(=O)c2cc(C)nc3ccccc23)cc1 returned 14-3-3 PPI 3.
For COc1ccc(C2c3sc(=O)[nH]c3SC3C4CCC(C4)C23)cc1 (configuration not stated) the results were 14-3-3 PPI -8&-14.
Nc1c(C(=O)NCc2ccccc2)nnn1-c1ccc2c(c1)OCCO2 was read as 14-3-3 PPI -2.
Screening CCCCOc1ccc(C2C(N3C(=O)c4ccccc4C3=O)C(=O)N2c2ccc(C)cc2)cc1 (configuration not stated) returned 14-3-3 PPI 6.
Screening COc1cccc(CNC(=O)CCNS(=O)(=O)c2ccc(Br)s2)c1 returned 14-3-3 PPI -6.
`Cn1ncc2c1ncn1nc(CCc3ccccc3)nc21` gave 14-3-3 PPI -7.
`O=C1CC(Nc2ccc(N3CCOCC3)cc2)C(=O)N1c1cccc(C(F)(F)F)c1` (configuration not stated) gave 14-3-3 PPI 0.
CC1(C)Cc2c(sc3c2c(=O)n(Cc2ccccc2)c2nncn32)CO1 was read as 14-3-3 PPI -2&-4.

The closing 2 records of the part above come first, to join the parts:
`O=C1CC(Nc2ccc(N3CCOCC3)cc2)C(=O)N1c1cccc(C(F)(F)F)c1` (configuration not stated) gave 14-3-3 PPI 0.
CC1(C)Cc2c(sc3c2c(=O)n(Cc2ccccc2)c2nncn32)CO1 was read as 14-3-3 PPI -2&-4.
Screening O=C1CN2C(=Nc3ccc(Cl)cc3C2c2ccccc2)CN1 (configuration not stated) returned 14-3-3 PPI -3.
Screening O=C(Nc1ccc2oc(-c3ccc4ccccc4c3)nc2c1)c1cc([N+](=O)[O-])ccc1Br returned 14-3-3 PPI -19.
For CC1(C)Cc2nc(Cl)c(C(=O)O)cc2CO1 the results were 14-3-3 PPI 0.
`O=C1CC(c2ccccc2OCc2ccccc2)c2cc3c(cc2N1)OCCO3` (configuration not stated) gave 14-3-3 PPI -6.
`COc1ccccc1-n1c(SCC(=O)NC2CCCCC2)nc2c(c1=O)SCC2` gave 14-3-3 PPI 3&5.
`CSc1nnc2c(n1)OC(c1ccccc1)Nc1ccc(Br)cc1-2` (configuration not stated) gave 14-3-3 PPI -1.
Screening Cc1ccccc1NC(=O)C(CC(C)C)N1C(=O)c2ccccc2C1=O (configuration not stated) returned 14-3-3 PPI 0.
`COCCN1C(=O)c2ccccc2C(C(=O)N2CCCCCC2)C1c1c[nH]c2ccccc12` (configuration not stated) gave 14-3-3 PPI -4.
For Cc1cc2c(c(=O)n1CCN(C)C)C(c1ccncc1)C(C#N)=C(N)O2 (configuration not stated) the results were 14-3-3 PPI 6.
For O=c1oc2cc(O)ccc2cc1-c1nnc(Nc2ccccc2Cl)s1 the results were 14-3-3 PPI -25.
For Cc1cc(NCCCN2CCOCC2)n2nc(C)c(-c3ccc(F)cc3)c2n1 the results were 14-3-3 PPI -7.
For COC(=O)CC1(O)c2ccccc2C(=O)N1Cc1ccccc1 (configuration not stated) the results were 14-3-3 PPI 5.
CCOC(=O)Cn1nc(-c2ccc(C)cc2)c2ccccc2c1=O was read as 14-3-3 PPI 0.
`Cc1nnc(NC(=O)COc2ccc3c(C)cc(=O)oc3c2)s1` gave 14-3-3 PPI -58.
CCCN(CCC)c1ncnc2c1cnn2-c1cccc(C)c1 was read as 14-3-3 PPI 1.
For CCN1C(=O)c2cccc3c(NC(=O)c4cc(=O)c5ccccc5o4)ccc1c23 the results were 14-3-3 PPI -6.
O=C(Nc1c2c(nn1-c1ccc(F)cc1)CS(=O)C2)c1ccc(S(=O)(=O)N2CCCC2)cc1 (configuration not stated) was read as 14-3-3 PPI -5.
COC(=O)c1ccc(C(=O)OC)c(NC(=O)c2ccc(C)c([N+](=O)[O-])c2)c1 was read as 14-3-3 PPI -39.
Screening CCN1CCN(CCCNc2ncnc3nc[nH]c23)CC1 returned 14-3-3 PPI -1.
Screening Cc1nnc(SCCC(=O)Nc2ccc(C(C)(C)C)cc2)s1 returned 14-3-3 PPI 2.
For CC(C)Oc1ccc(/C(O)=C2/C(=O)C(=O)N(CCN(C)C)C2c2ccco2)cc1 (configuration not stated) the results were 14-3-3 PPI -5.
`C=CCOC(=O)C1=C(C)NC2=C(C(=O)CCC2)C1c1cccc(Cl)c1` (configuration not stated) gave 14-3-3 PPI -2.
Cc1noc(NS(=O)(=O)c2ccc(NC(=O)CCC3CCCCC3)cc2)c1C was read as 14-3-3 PPI -4&3.
`CSCCC(C(=O)Nc1ccc(C(C)=O)cc1)N1C(=O)c2ccccc2C1=O` (configuration not stated) gave 14-3-3 PPI -10.
Screening C=CCn1cc(C)c(=O)n(CC=C)c1=O returned 14-3-3 PPI -6.
For CC1CC(C)CN(S(=O)(=O)c2ccc3c(c2)oc(=O)n3CC(=O)N2CCOCC2)C1 (configuration not stated) the results were 14-3-3 PPI -5.
Screening COc1ccc(Cl)cc1NC(=O)c1c(O)c2cccc3c2n(c1=O)CC3 returned 14-3-3 PPI -1.
O=C1CSC(c2cn(-c3ccccc3)nc2-c2ccc(Cl)cc2)N1Cc1ccccc1 (configuration not stated) was read as 14-3-3 PPI -4.
O=C(NCC1CCCO1)c1ccc2c(=O)n(Cc3ccc(Cl)cc3)c(=S)[nH]c2c1 (configuration not stated) was read as 14-3-3 PPI -1.
Cn1nc(CC(=O)Nc2ccc(OC(=O)c3ccccc3)cc2)c2ccccc2c1=O was read as 14-3-3 PPI 2.

A draw from above in order of heavy-atom count, ascending:
Screening C=CCn1cc(C)c(=O)n(CC=C)c1=O returned 14-3-3 PPI -6.
Screening Cc1nnc(SCCC(=O)Nc2ccc(C(C)(C)C)cc2)s1 returned 14-3-3 PPI 2.
`CSCCC(C(=O)Nc1ccc(C(C)=O)cc1)N1C(=O)c2ccccc2C1=O` (configuration not stated) gave 14-3-3 PPI -10.
O=C(NCC1CCCO1)c1ccc2c(=O)n(Cc3ccc(Cl)cc3)c(=S)[nH]c2c1 (configuration not stated) was read as 14-3-3 PPI -1.
Cn1nc(CC(=O)Nc2ccc(OC(=O)c3ccccc3)cc2)c2ccccc2c1=O was read as 14-3-3 PPI 2.

Following part:
CCCn1c2ccccc2c2cc(C(=O)O)ccc21 was read as 14-3-3 PPI 1.
COc1ccc2c(c1)-c1cc(Cl)ccc1S(=O)(=O)N2C(C)=O was read as 14-3-3 PPI -6.
Screening CC1(C)CC(=O)c2sc(NC(=O)c3cccc(Br)c3)nc2C1 returned 14-3-3 PPI -6.
`C=CCC1C=C(C)CC(CC=C)N1` (configuration not stated) gave 14-3-3 PPI -7.
For C=CCn1c(=O)c(C(=O)Nc2ncccn2)c(O)c2ccccc21 the results were 14-3-3 PPI -102.
For O=C(O)C1(c2cccc(Cl)c2)CCC1 the results were 14-3-3 PPI -4&-11.
For CC1(C)COCN1C(=O)c1cc2c(=O)n3ccccc3nc2s1 the results were 14-3-3 PPI -3.
Screening COc1ccc(-c2cc(C(=O)Nc3sc4c(c3C(N)=O)CCCC4)no2)cc1 returned 14-3-3 PPI -50.
Screening COc1ccccc1C1CC(=O)C2=C(C1)NC(C)=C(C(=O)OC(C)C)C2c1ccc(Cl)cc1 (configuration not stated) returned 14-3-3 PPI -7.
O=C(c1cccc(F)c1)N1CCc2ccccc21 was read as 14-3-3 PPI -6.
For COc1cccc(-c2cc(C(=O)Nc3cnn(Cc4ccccc4C)c3)no2)c1 the results were 14-3-3 PPI -5.
`CCCCNC(=O)C(=O)Nc1ccc(C(C)(C)C)cc1` gave 14-3-3 PPI -7.
COc1ccc(NC(=O)CSc2nccn2-c2ccccc2)c(OC)c1 was read as 14-3-3 PPI 2&-7.
Screening COc1ccc(S(=O)(=O)N(CC(=O)Nc2ccc(Cl)cc2)c2ccc(C)cc2)cc1OC returned 14-3-3 PPI 5.
Screening CCCCNC(=O)OC(C)CNC(=O)Oc1cccc(C)c1 (configuration not stated) returned 14-3-3 PPI -9.
CCOC(=O)CNC(=O)Nc1ccccc1C(=O)OC was read as 14-3-3 PPI -3.
For COc1ccc(S(=O)(=O)NCC2CCC(C(=O)NCC3CCCO3)CC2)cc1 (configuration not stated) the results were 14-3-3 PPI 11.
CCOC(=O)c1ccccc1OCc1cc(/C=N/n2cncn2)ccc1OC was read as 14-3-3 PPI 10.
CCN1C(=O)c2ccccc2S(=O)c2ccc(C(=O)N3CCCCCC3)cc21 (configuration not stated) was read as 14-3-3 PPI -1.

Pulled by structure from the list above:
For COc1ccc(S(=O)(=O)NCC2CCC(C(=O)NCC3CCCO3)CC2)cc1 (configuration not stated) the results were 14-3-3 PPI 11.
CCOC(=O)CNC(=O)Nc1ccccc1C(=O)OC was read as 14-3-3 PPI -3.
